# Screens deposited in PubChem BioAssay by National Center for Advancing Translational Sciences (NCATS).
# USP2a block: qHTS Assay for Inhibitors of Ubiquitin-specific Protease USP2a Using CHOP2 as the Reporter; 330,000 tested, 0.01% active; USP2 core, Ub-CHOP2 coupled fluorogenic reporter, 485/531; Ubiquitin carboxyl-terminal hydrolase 2 (Homo sapiens), O75604; Potency, µM (series often up to 38.3 µM), without a hit: at the top dose activity change, negative = inhibition, usual class: inhibitors;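 further: potency means the concentration at half of the fitted maximal effect; plate controls were DMSO wells for no effect and full inhibition by NEM control for full effect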
# Target sequence (O75604 whole entry, looked up): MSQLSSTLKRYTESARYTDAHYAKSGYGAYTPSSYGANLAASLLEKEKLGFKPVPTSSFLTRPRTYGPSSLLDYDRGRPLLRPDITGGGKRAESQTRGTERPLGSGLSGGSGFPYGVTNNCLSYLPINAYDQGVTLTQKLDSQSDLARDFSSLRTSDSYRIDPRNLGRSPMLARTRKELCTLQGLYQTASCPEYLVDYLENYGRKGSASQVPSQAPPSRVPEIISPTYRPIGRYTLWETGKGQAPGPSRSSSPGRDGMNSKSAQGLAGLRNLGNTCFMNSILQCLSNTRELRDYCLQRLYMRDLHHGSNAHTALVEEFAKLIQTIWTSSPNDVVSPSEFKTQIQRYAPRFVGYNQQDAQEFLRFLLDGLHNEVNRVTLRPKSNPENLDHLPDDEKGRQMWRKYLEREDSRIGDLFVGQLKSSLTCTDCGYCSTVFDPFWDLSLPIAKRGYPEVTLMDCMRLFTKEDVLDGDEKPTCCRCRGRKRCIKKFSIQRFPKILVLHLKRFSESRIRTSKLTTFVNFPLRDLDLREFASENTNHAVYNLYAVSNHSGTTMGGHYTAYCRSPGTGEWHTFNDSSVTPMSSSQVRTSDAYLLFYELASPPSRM
#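 Deubiquitinase activity read as fluorescence (485/531 nm) after Ub-CHOP2 cleavage activates the enterokinase reporter on its substrate; USP2 core 10nM, Ub-CHOP2 and substrate 25nM each, 30min compound preincubation then 60min RT; data normalized to NEM, curves fitted.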
# uPA surface inh: qHTS for Inhibitors of Cell Surface uPA Generation. cell surface uPA generation assay, qHTS. Potency, µM (series often up to 38.3 µM), inactives show top-dose activity change, negative = inhibition, most hits filed as inhibitors. 330,000 tested, 0.31% active. AID 540303, 2011; active means well fitted inhibition curve with a large enough effect; inconclusive means small, poorly fitted or top-dose-only effect; inactive means no such curve, though single readings can be large or run the other way; tested in mouse RAW 264.7 cells; further: potency means the concentration at half of the fitted maximal effect; on the % scale 0 is the no-effect control and ±100 the full control effect; nearly all actives have a fitted effect of over 55% in size
# Mito fusion yeast: qHTS Assay for Small Molecule Inhibitors of Mitochondrial Division or Activators of Mitochondrial Fusion; S. cerevisiae fusion-defective mutant growth rescue, CellTiterGlo 48 h; Potency, µM (highest dose often 46.1 µM), for inactives: at the highest dose growth rescue (activation), usual class: activators; 320,000 tested, 0.23% active; AID 485298, 2010;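 further: potency means the concentration at half of the fitted maximal effect; % of control where 0% means no effect; nearly all actives have a fitted effect of over 45% in size; temperature-sensitive fusion mutants such as fzo1-1 at 37 °C on non-fermentable ethanol glycerol medium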
#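 S. cerevisiae fusion-defective temperature-sensitive mutants (e.g. fzo1-1, mgm1-5) grown 48 h at 37C in YPEG (ethanol/glycerol non-fermentable) medium with 23 nl compound per well; growth rescue read as CellTiterGlo luminescence.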
# ELG1 repair inh: qHTS screen for small molecules that inhibit ELG1-dependent DNA repair in human embryonic kidney (HEK293T) cells expressing luciferase-tagged ELG1; HEK293T ELG1-luciferase reporter, luminescence, 16 h; DNA damage induced by 5-fluorouridine; Potency, µM (top dose mostly 46.1 µM), for the others: at the highest dose activity change, negative = inhibition, actives largely listed as inhibitors; 330,000 tested, 2.3% active; AID 504467, 2011; further: potency means the concentration at half of the fitted maximal effect; on the % scale 0 is the no-effect control and ±100 the full control effect; nearly all actives have a fitted effect of over 55% in size
#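 HEK293T cells expressing luciferase-tagged ELG1 (2,000/well) received 5-Fluorouridine plus compound or DMSO for 16 hr at 37 °C. Luciferase was read by ONE-Glo luminescence after 30 min at room temperature.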
# TSHR antag: Antagonists of the Thyroid Stimulating Hormone Receptor: HTS campaign; 330,000 tested, 0.2% active; activity change, negative = inhibition, % at 11.5 µM; TSHR-expressing cells, TSH-stimulated cAMP HTRF, 2 h; active compounds read low; AID 504810, 2011;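 active means activity change below a set negative limit, meaning inhibition stronger than a set level, cut at about -70% in these data; inconclusive means activity change between two set negative limits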; further: on the % scale 0 is the no-effect control and ±100 the full control effect
#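 Competitive HTRF cAMP read-out (cryptate anti-cAMP antibody, cAMP-d2; 30 min, room temperature) in freshly harvested TSHR cells. Compounds added before TSH at EC80 (4nM final), followed by 2 hours' incubation at 37 deg C.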
# Chronic BCR inh: qHTS Assay to Find Inhibitors of Chronic Active B-Cell Receptor Signaling. AID 493014, 2011. ABC-DLBCL IkBa-CBG/CBR reporter, luminescence ratio, 4 h. Potency, µM (doses to about 46.1 µM), inactives show at the top dose ratio change, negative = lower green/red ratio, hits mostly inhibitors. 340,000 tested, 0.05% active; active means well fitted inhibition curve with a large enough effect in the signal ratio, with a control signal flat, not every such curve was filed as active; inconclusive means small, poorly fitted or top-dose-only effect, or effect the other way, or a change in a side signal; the % refers to the signal ratio;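 further: potency means the concentration at half of the fitted maximal effect; plate controls were basal doxycycline-induced cells for no effect and cells given 10 µM MG132 for full effect; MG132 reads +100%, hits lower the ratio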
#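 TMD8 ABC-DLBCL cells carrying doxycycline-inducible green luciferase fused to IkappaBalpha plus unfused red luciferase were exposed to compounds (up to 46 uM) for 4 hrs at 37C. Activity came from the overlap-corrected green/red luminescence ratio.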
# B2AR arrestin: qHTS assay of beta-arrestin-biased ligands of beta2-adrenergic receptor. beta-arrestin recruitment to beta2AR, cell-based reporter. Potency, µM (titrated, usually from 46.1 µM), without a hit: at the top dose activation, usual class: activators. 330,000 tested, 0.02% active. AID 492947, 2010;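 further: potency means the concentration at half of the fitted maximal effect; 0% = DMSO controls and full agonism = EC100 isoproterenol or metaproterenol; nearly all actives have a fitted effect of over 65% in size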
# Eya2 phos inh: qHTS Assay for Inhibitors of the Phosphatase Activity of Eya2; Protein phosphatase EYA2 (Homo sapiens), O00167; recombinant Eya2, OMFP fluorescence dephosphorylation (OMFP is methylfluorescein phosphate); Potency, µM (titrated, usually from 76.9 µM), without a hit: at the top dose activity, negative = inhibition, hits mostly inhibitors; 330,000 tested, 0.006% active; AID 488837, 2010; further: potency means the concentration at half of the fitted maximal effect; on the % scale 0 is the no-effect control and ±100 the full control effect
#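 Eya2 protein (added as 0.2 uM solution) was preincubated with compound for 10 min at ambient temperature in 50 mM HEPES pH 7.5, 50 mM NaCl, 5 uM MgCl2, 0.05% BSA, 1 mM DTT. OMFP (added at 50 uM) then reacted 10 min; fluorescence read at 485/525 nm.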
# Tb PFK inh: qHTS Assay to Find Inhibitors of T. brucei phosphofructokinase; AID 485367, 2010; 330,000 tested, 0.17% active; ATP-dependent 6-phosphofructokinase (Trypanosoma brucei brucei), O15648; T. brucei PFK, ADP-Glo luminescence; Potency, µM (titrated, usually from 57.5 µM), without a hit: at the top dose activity, negative = inhibition, usual class: inhibitors;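 further: potency means the concentration at half of the fitted maximal effect; 0% = uninhibited 1x PFK enzyme wells and -100% = no-enzyme wells; nearly all actives have a fitted effect of over 60% in size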
# Target sequence (O15648 whole entry, looked up): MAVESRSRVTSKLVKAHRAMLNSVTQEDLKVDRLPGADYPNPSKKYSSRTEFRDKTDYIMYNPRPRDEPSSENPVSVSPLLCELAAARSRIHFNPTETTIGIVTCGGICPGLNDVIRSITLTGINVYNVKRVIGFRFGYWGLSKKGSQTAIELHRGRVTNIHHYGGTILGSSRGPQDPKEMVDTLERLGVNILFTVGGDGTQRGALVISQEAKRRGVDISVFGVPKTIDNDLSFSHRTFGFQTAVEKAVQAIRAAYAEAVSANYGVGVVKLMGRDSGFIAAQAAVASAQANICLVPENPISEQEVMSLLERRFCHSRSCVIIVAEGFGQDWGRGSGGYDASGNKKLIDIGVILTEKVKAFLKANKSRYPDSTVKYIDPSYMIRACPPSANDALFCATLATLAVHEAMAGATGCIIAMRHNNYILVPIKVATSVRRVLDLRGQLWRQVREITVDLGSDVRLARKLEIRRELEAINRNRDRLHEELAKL
#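 PFK 1.25 nM, F6P 0.5 mM, ATP 0.1 mM, 0.1 M TEA pH 8.0, 5 mM MgCl2, 0.01% Tween20, 0.1% BSA; 45 min RT. ADP-Glo readout. qHTS titration up to 57 uM; curves fitted, compounds curve-classed.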
# PTAP TSG101 blk: qHTS Assay for Iinhibitors of HIV-1 Budding by Blocking the Interaction of PTAP/TSG101. Tumor susceptibility gene 101 protein (Homo sapiens), Q99816. Fluorescence polarization, FITC-PTAP peptide / Tsg101 binding. Potency, µM (titrated, usually from 115 µM), without a hit: at the top dose activity change, negative = inhibition, hits mostly inhibitors. 340,000 tested, under 10 active. AID 493005, 2010; active means well fitted inhibition curve with a large enough effect in the main read-out, with a control signal flat, not every such curve was filed as active; inconclusive means small, poorly fitted or top-dose-only effect, or effect the other way, or a change in a side signal; inactive means no such curve, though single readings can be large or run the other way; further: potency means the concentration at half of the fitted maximal effect; % of control where 0% means no effect
#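 Fluorescence polarization binding of Tsg101 binding domain (10 uM final) to FITC-labeled PTAP peptide (50 nM final) in HEPES pH 7.5 buffer with NaCl, Tween 20, EDTA, TCEP. Compounds added before peptide; binding 20 min at RT.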
# TCR activator: Activators of T cell receptors: qHTS campaign. AID 504894, 2011. primary human leukocytes, anti-CD3, IL-2 HTRF, 48 h. Potency, µM (top dose mostly 9.22 µM), inactives show at the highest dose activation of IL-2 secretion, actives largely listed as activators. 330,000 tested, under 10 active; further: % of control where 0% means no effect
#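 Human primary leukocytes + a-CD3 beads + cpd, 48 hr; IL-2 in supernatant by HTRF (ex 320nm / em 665nm). No co-stimulatory signal supplied.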
# * hit, by the source's call; ? = inconclusive; . = no result given; [ ] = another dose, or the depositor's remark. Unless noted, the call rests on the fitted dose curve; in most records, active means well fitted curve in the direction sought with a large enough effect; inconclusive means small, poorly fitted or top-dose-only effect, or another doubt; inactive means no such curve, though single readings can be large; an effect the other way counts as inactive or inconclusive.
SMILES,USP2a block,uPA surface inh,Mito fusion yeast,ELG1 repair inh,TSHR antag,Chronic BCR inh,B2AR arrestin,Eya2 phos inh,Tb PFK inh,PTAP TSG101 blk,TCR activator
N#CCCN(C(=O)CCl)c1cccc(Cl)c1,0.3%,?,-10.6%,?,13.7,?,-0.2%,-22.4%,-8.8%,-3.6%,-0.6%
CC(C)Oc1ccccc1C1CC(=O)Nc2c1c(=O)n(C)c(=O)n2C (stereo unspecified),1.3%,.,2.9%,2.6%,5.3,-0.7%,-0.2%,0.1%,0.9%,.,.
CCOc1ccc(C(=O)NC(=S)Nc2cccnc2)cc1[N+](=O)[O-],2.6%,1.0%,3.7%,.,-10.7,?,0.1%,-9.9%,3.4%,-4.2%,0.1%
Cc1ccc(CSC(Nc2ccc(F)cc2)=C(C#N)C#N)cc1,4.2%,-10.8%,1.9%,?,-30.6,?,-1.8%,0.3%,-0.1%,0.2%,0.9%[46.1 µM]
CCn1cc(/C=C(\NC(=O)c2ccccc2F)C(=O)NCCCn2ccnc2)c2ccccc21,-0.6%,4.4%,-2.8%,-7.9%,-3.6,?,0.1%,7.8%,-1.1%,-11.4%,3.1%
Fc1ccc2[nH]c3c(N4CCc5ccccc5C4)ncnc3c2c1,2.7%,-1.6%,3.5%,1.3µM*,?,?,-0.3%,-17.9%,-3.6%,-1.2%,3.6%
NCc1cccc(CNc2ccc([N+](=O)[O-])cc2C(N)=O)c1,2.0%,-10.7%,-3.1%,9.0%,-0.1,?,-0.1%,9.0%,-15.7%,0.2%,-3.3%
C#CCOCCOCCOCCNc1nc(N2CCN(C(=O)[C@H](Cc3ccc(O)cc3)n3cc([C@@H](N)CC(C)C)nn3)CC2)nc(N2CCN(C(=O)[C@H](Cc3ccc(O)cc3)n3cc([C@@H](N)CC(C)C)nn3)CC2)n1,-0.2%,.,-1.3%,16.8%,0.5,1.4%,-0.1%,14.2%,-0.3%,.,.
COc1ccc(C(C)C)cc1S(=O)(=O)NCCCn1ccnc1,8.7%,-2.7%,-1.9%,5.6%,-3.6,2.9%,0.2%,-10.8%,1.9%,-4.3%,2.9%
CC1CCc2nn(CC(=O)NCc3ccc(F)cc3)cc2C1 (stereo unspecified),-0.5%,-26.4%,-0.8%,5.8%,-3.6,-8.8%,0.0%,11.1%,0.4%,-4.8%,1.1%
CC(=O)c1cccc(NC(=O)CSc2n[nH]c(=O)n2C2CC2)c1,4.9%,1.8%,.,?,-2.0,-0.8%,-0.4%,1.8%,0.2%,-6.4%,-4.8%[46.1 µM]
O=C(O)Cc1ccc(C(=O)c2ccc(F)cc2)s1,0.8%,1.1%,0.5%,-2.6%,-3.1,?,0.5%,-5.4%,0.4%,-0.1%,-2.1%
CCN(CC(=O)Nc1ccc(N2CCOCC2)cc1)C(=O)COc1ccccc1OC,9.3%,-2.8%,0.4%,-1.5%,-7.6,8.8%,0.0%,15.9%,1.3%,0.8%,9.6%
CC(=O)c1ccc(NC(=O)CN2CCN(CC(=O)Nc3ccc(C(C)=O)cc3)CC2)cc1,-0.2%,-0.5%,3.4%,12.1%,2.2,2.0%,-0.4%,?,-9.3%,0.2%,-1.8%
Cc1noc(-c2ccccc2)c1NC(=O)Nc1ccccc1,2.2%,-0.9%,-2.0%,-39.8%,-1.0,26.8%,0.0%,-7.7%,1.5%,-1.5%,4.9%
O=C(COc1ccc2ccccc2c1Br)Nc1cccnc1,-0.7%,11.3%,4.1%,?,-47.0,?,-1.3%,-0.8%,9.5%,-0.8%,-5.7%
Cc1ccc2c(c1)cc(CN(Cc1cccnc1)C(=O)c1ccccc1)c1nnnn12,0.0%,-8.4%,12.6%,?,-8.3,5.7%,-0.2%,2.8%,-0.7%,-1.0%,8.8%
Cc1nnc(NC(=O)CCC(=O)N2CCN(S(=O)(=O)c3cc([N+](=O)[O-])ccc3C)CC2)s1,1.5%,0.5%,.,-8.4%,3.1,-0.2%,-0.2%,-3.5%,2.0%,-1.3%,1.3%
Clc1ccc(-c2csc3ncnc(Cl)c23)cc1,1.9%,-0.9%,-28.9%,3.6%,-15.7,-10.5%,-2.2%,0.8%,0.2%,-0.3%,0.8%[46.1 µM]
O=c1oc(CCO)cc2ccc(C#Cc3ccsc3)cc12,-0.3%,10.4%,28.2%,?,-28.0,?,0.2%,8.8%,-5.3%,1.9%,1.8%
C=CCC1NS(=O)(=O)O[C@H](CCCC)[C@@H]1O (stereo partly specified),2.1%,10.9%,0.5%,-9.1%,11.5,5.7%,-0.9%,5.8%,0.1%,0.6%,2.0%
CCOC(=O)CCCNC(=O)CCNC(=O)c1ccc(OCC(C)C)cc1,1.2%,3.4%,2.1%,-0.5%,6.8,?,0.3%,-0.9%,-6.1%,-0.7%,8.0%
O=C(NCC1CCCCC1)c1cccc(S(=O)(=O)N2CCCC2)c1,0.0%,?,0.9%,-2.0%,-7.3,0.2%,-0.3%,0.1%,5.7%,-1.0%,-3.6%
O=C(CSc1nnnn1-c1ccc(F)cc1)Nc1nc2ccccc2s1,1.1%,0.3%,-2.5%,-4.2%,5.1,5.5%,-0.4%,-1.6%,-7.1%,-0.6%,.
O=C(O)C1CCN(c2c([N+](=O)[O-])cc(C(F)(F)F)cc2[N+](=O)[O-])CC1,-0.4%,0.6%,0.2%,-0.7%,21.1,17.6%,-0.4%,?,3.2%,-3.7%,1.3%
CCC(=O)Oc1ccc(/C(CC)=C(\CC)c2ccc(OC(=O)CC)cc2)cc1,1.8%,-3.6%,?,-37.3%,-15.3,?,-0.5%,4.0%,-3.5%,-1.3%,0.7%
CCOC(=O)c1ccc(NC(=S)N(CCN2CCCCCC2)Cc2cccs2)cc1,1.6%,-0.7%,-5.5%,?,-2.2,0.2%,0.3%,-0.4%,1.4%,-7.1%,6.8%
CCCOc1nnnn1-c1ccccc1,2.5%,2.1%,-0.5%,3.2%,52.2,-1.2%,0.1%,4.8%,0.0%,-6.1%,.
CN(C)C(=S)NC(=O)C(c1ccccc1)c1ccccc1,1.6%,-1.0%,-11.3%,-6.3%,-3.0,6.1%,-0.4%,0.5%,-1.7%,1.3%,2.2%
CCCCC(=O)NC(c1ccccc1OC)c1ccc2cccnc2c1O (stereo unspecified),2.7%,-12.1%,-2.3%,?,2.5,?,3.4%,0.7%,0.6%,-3.3%,7.3%
COc1ccc(OC)c(C(=O)NC2CC(C)(C)Cc3c2cnn3-c2ccccc2)c1 (stereo unspecified),-3.5%,11.9%,16.2%,?,19.9,?,-0.9%,-15.8%,-4.3%,-5.0%,6.3%
O=C1Cc2ccccc2Sc2c(OCCN3CCCCC3)cccc21,-7.4%,-1.4%,-1.3%,2.1%,2.9,0.7%,-0.6%,5.8%,1.0%,-12.9%,10.0%[46.1 µM]
